# Screening results from PubChem BioAssay.
# SNCA expr inhib = SNCA gene expression inhibition. AID 1671194. hit rate 0.17% among 140,000. Potency, µM (highest dose often 57.2 µM), without a hit: top-dose activity change, negative = inhibition, most hits filed as inhibitors. HEK-293 SNCA-luciferase knock-in, luminescence, 24 h;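 further: potency means the concentration at half of the fitted maximal effect; plate controls were DMSO cells for no effect and cell-free wells for full effect; nearly all actives have a fitted effect of over 45% in size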
# NIH3T3 tox = cytotoxic compounds in NIH 3T3 cells. NIH 3T3 viability, CellTiter-Glo ATP luminescence, 48-72 h. Potency, µM (series often up to 96.7 µM), for inactives: at the top dose activity change, negative = cytotoxicity, usual class: inhibitors. hit rate 4.3% among 94,000. AID 1345082; further: potency means the concentration at half of the fitted maximal effect; nearly all actives have a fitted effect of over 55% in size
#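 Mouse fibroblast NIH 3T3 cells, 400 per well, received compound via pintool and were incubated for 48 or 72 hr prior to CellTiter-Glo ATP luminescence measurement.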
# GPT2 inhibitor = inhibitors of human GPT2 alanine aminotransferase; Q8TD30; Recombinant GPT2, coupled pyruvate oxidase/HRP Amplex Red fluorescence; Potency, µM (top dose mostly 57.7 µM), inactives show at the highest dose activity change, negative = inhibition, hits mostly inhibitors; hit rate 0.25% among 100,000; further: potency means the concentration at half of the fitted maximal effect; nearly all actives have a fitted effect of over 60% in size; many of its hits are not listed in these tables
# Target sequence (Q8TD30 whole entry, looked up): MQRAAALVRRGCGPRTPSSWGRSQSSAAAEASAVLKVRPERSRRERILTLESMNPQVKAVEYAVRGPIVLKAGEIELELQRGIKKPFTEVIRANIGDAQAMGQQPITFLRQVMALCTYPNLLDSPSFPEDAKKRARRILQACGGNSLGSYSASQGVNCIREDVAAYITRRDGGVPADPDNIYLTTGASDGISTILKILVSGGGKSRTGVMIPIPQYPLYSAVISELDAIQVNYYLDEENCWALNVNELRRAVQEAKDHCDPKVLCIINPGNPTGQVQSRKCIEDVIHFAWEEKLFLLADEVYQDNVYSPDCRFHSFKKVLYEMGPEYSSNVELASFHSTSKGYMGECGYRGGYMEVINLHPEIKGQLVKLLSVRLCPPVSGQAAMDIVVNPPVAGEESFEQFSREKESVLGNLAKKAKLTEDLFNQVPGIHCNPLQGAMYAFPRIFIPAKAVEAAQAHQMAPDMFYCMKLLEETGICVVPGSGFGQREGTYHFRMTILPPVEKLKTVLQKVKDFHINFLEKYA
#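 Fluorescence of coupled pyruvate oxidase/HRP/Amplex Red system (50uM Amplex, 30 min, dark) reports pyruvate formed by GPT2. Enzyme reaction: 10ng/uL GPT2, 2mM L-alanine, 250uM a-KG, 30 min room temperature, pH 7.5; 50uM AOA control.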
# FLuc inh = inhibitors of firefly (Photinus pyralis) luciferase; P08659; purified P. pyralis luciferase, luminescence, biochemical; Potency, µM (titrated, usually from 115 µM), for inactives: top-dose activity change, negative = inhibition, most hits filed as inhibitors; hit rate 2.5% among 76,000; AID 1347043; further: potency means the concentration at half of the fitted maximal effect; nearly all actives have a fitted effect of over 65% in size
#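 Purified P. pyralis luciferase (10nM final) in 50mM Tris acetate pH 7.5, 10mM Mg acetate, 0.01% Tween-20, 0.05% BSA with 10uM D-luciferin and 10uM ATP. Compounds titrated qHTS. Luminescence imaged on CCD.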
# HEK293 viab = reduces viability of HEK-293 SNCA reporter cells | Potency, µM (titrated, usually from 57.1 µM), for inactives: at the highest dose activity change, negative = cytotoxicity, most hits filed as cytotoxic | HEK-293-SNCA-luc viability, GF-AFC fluorescence, 24 h | AID 1671193 | hit rate 0.12% among 150,000;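 further: potency means the concentration at half of the fitted maximal effect; 0% = DMSO-treated cells and -100% = medium-only wells without cells; nearly all actives have a fitted effect of over 30% in size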
#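 HEK-293-SNCA-luc cells (1500/well) plated 24 h, then exposed 24 h to a dilution series; GF-AFC added 30 min at 37C, fluorescence 405/540 nm; normalised to medium-only and DMSO wells, Hill fit.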
# HEK293 tox = kills HEK 293 cells; hit rate 6.6% among 94,000; HEK 293 viability, ATP luminescence (CellTiter-Glo), 48-72 h; Potency, µM (doses to about 115 µM), without a hit: at the highest dose activity change, negative = cytotoxicity, most hits filed as inhibitors; AID 1345083; further: potency means the concentration at half of the fitted maximal effect; nearly all actives have a fitted effect of over 60% in size
#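 Read-out: CellTiter-Glo ATP luminescence. Cells: HEK 293, 250 cells/well. Exposure: 48 or 72 hr, 37 degree Celsius.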
# IP6K1 inh = IP6K1 kinase inhibition. activity change, % (series mostly up to about 58 µM). IP6K1 kinase, ADP-Glo luminescence, 2 h; hits give low values. hit rate 0.81% among 140,000. Q92551; in the data active means activity change below about -25%
# Target sequence (Q92551 whole entry, looked up): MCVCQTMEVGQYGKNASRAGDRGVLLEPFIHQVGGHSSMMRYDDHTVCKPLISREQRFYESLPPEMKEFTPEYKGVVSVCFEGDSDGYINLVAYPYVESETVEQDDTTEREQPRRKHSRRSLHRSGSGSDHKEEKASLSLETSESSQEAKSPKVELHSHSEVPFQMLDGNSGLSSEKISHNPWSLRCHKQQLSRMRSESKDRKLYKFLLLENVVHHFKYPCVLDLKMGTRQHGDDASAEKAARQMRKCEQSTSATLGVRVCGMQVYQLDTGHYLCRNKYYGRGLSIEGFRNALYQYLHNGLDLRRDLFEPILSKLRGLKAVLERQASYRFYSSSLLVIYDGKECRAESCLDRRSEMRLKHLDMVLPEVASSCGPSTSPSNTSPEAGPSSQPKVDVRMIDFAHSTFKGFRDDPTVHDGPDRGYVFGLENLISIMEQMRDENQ
#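 ADP-Glo luminescence measures ADP made by human IP6K1 during a 2 h RT reaction with ATP/IP6 (mix at 1.3 mM/130 uM); top library doses 57.5 and 19.1 uM final.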
# Active calls of the source: *; i = inactive; u = inconclusive; x = no result given; & = joins results of further samples; [ ] = dose if it differs, or a comment. Unless noted, the call rests on the fitted dose curve; in most records, active means well fitted curve in the direction sought with a large enough effect; inconclusive means small, poorly fitted or top-dose-only effect, or another doubt; inactive means no such curve, though single readings can be large; an effect the other way counts as inactive or inconclusive. Unless noted, on the % scale 0 is the no-effect control and ±100 the full control effect.
# Values in the order: SNCA expr inhib	NIH3T3 tox	GPT2 inhibitor	FLuc inh	HEK293 viab	HEK293 tox	IP6K1 inh
1. Cc1ccc(-n2nc(C)c([C@@H]3C=C[C@@H](NCc4ccc(N(C)C)cc4)C3)c2C)cc1Cl
  u	7.9µM*	-4%[88.5 µM]	25µM*	u	8.9µM*	14
2. COc1ccc(CC(=O)N2CCC(Cc3nc(-c4ccccc4)no3)CC2)cc1
  -20%	11µM*	i	-14%	u	14µM*	-17
3. Cc1cccc(NC(=O)c2cc(S(=O)(=O)N3CCC4(CC3)OCCO4)ccc2F)c1
  -14%	x	x	x	u	x	24
4. COc1ccc(N2CC3CCC(C2)N3C(=O)c2ccc3c(c2)OCO3)cc1
  -10%	u	i	x	-11%	u	8
5. Cc1nn2c(c1-c1ccccc1OCc1ccccc1)N(C(=O)C1CCC1)CCC2
  u	u	-8%[88.5 µM]	9%[172 µM]	u	40µM*	9
6. CC(=O)Nc1c(C(=O)Nc2cccc(C)c2)nnn1-c1ccc(C)cc1
  76%[activator]	x	x	x	-14%	x	9
7. Clc1ccc(OCc2nc(-c3ccc(-n4cccc4)cc3)no2)cc1
  20%	x	x	x	-3%	x	-16
8. O=C(c1ccncc1)N1CC(Oc2ccccc2-c2nc(C3CC3)no2)C1
  -20%	4%	i	2%	6%	15%	-2
9. CC(C)C(=O)N1C[C@@H](Oc2ccccc2)C[C@@H]1C(=O)N1CCOCC1
  9%	-2%	i	-3%	-5%	-8%	20
10. CN(C)c1ccc(NC(=O)CSc2nc(-c3ccco3)cc(C(F)(F)F)n2)cc1
  -6%	x	x	x	7%	x	4
11. CCc1ccc(CNC(=O)Cn2nc(C)c3c(C)n(-c4ccc(C)cc4)nc3c2=O)cc1
  33%[activator]	x	x	x	-1%	x	0
12. CC1=C[C@@H](CNC(=O)CCC(=O)O)[C@H](C(C)C)C[C@H]1Cc1nc2ccc(Cl)cc2[nH]1
  -2%[87.6 µM]	-25%[174 µM]	2%[88.5 µM]	3%[172 µM]	-10%[87.6 µM]	-23%[172 µM]	13
13. O=c1[nH]c(C2CCCN(CC3CCCCC3)C2)nn1-c1ccc(Cl)cc1 (stereo not drawn)
  u	-12%	i	9%	-4%	3%	14
14. NCCOc1cc(C(=O)Nc2cc(OCCN)c3ccccc3n2)nc(C(=O)Nc2cc(OCCN)c3ccccc3n2)c1
  -20%	x	u	x	-34%	x	-8
15. Cc1ccc(-c2nc3c(c(SCC(=O)N(C)c4ccccc4)n2)Cc2c(CO)cnc(C)c2O3)cc1
  -21%	x	x	x	u	x	-3
16. CC(=O)Nc1ccc(C2(C(=O)N3CCCCC3)CCC2)cc1
  -18%	-2%	i	2%	1%	-13%	3
17. CCCCCn1c(NCc2ccc(OC)cc2)nc2ccccc21
  u	x	x	x	u	x	-15
18. COc1ccc(-c2cc(C(F)(F)F)nc(SCC(=O)NCCc3ccccc3)n2)cc1
  57%[activator]	x	x	x	3%	x	-20
19. CNC(=O)[C@H]1C[C@]2(CCCCN(C)C2=O)N(C(C)=O)[C@H]1c1ccco1
  x	-20%	x	x	x	u	-2
20. COc1ccccc1Nc1ccnc(N2CCC(C(=O)NCC(F)F)CC2)n1
  18%	u	i	x	0%	u	18
21. CN(C)Cc1nnc(C2CC(NC(=O)CC3Cc4ccccc4C3)C2)n1C (stereo not drawn)
  -8%	0%	-5%[11.5 µM]	2%	6%	-4%	4
22. CC1CCCCN1S(=O)(=O)c1cc2c3c(c1)CC(=O)N3CCC2 (stereo not drawn)
  14%	x	x	x	-24%	x	-3
23. O=C(NC[C@H]1Cn2c(-c3ccc(F)cc3)cnc2CO1)c1cnccn1
  67%[activator][87.6 µM]	u	4%[88.5 µM]	4%[172 µM]	-3%[87.6 µM]	u	7
24. COc1ccc(NC(=O)N2CCn3nnc(CCC(=O)NC4CC4)c3C2)cc1
  0%	-19%	-11%	2%	5%	2%	14
25. Cc1cc(C)c(OCC(=O)N(Cc2ccco2)Cc2ccco2)c(C)c1
  19%	x	x	x	-7%	x	14
26. CCc1noc(-c2cn(C3CCN(C(=O)Cc4cccc(C)c4)CC3)nn2)n1
  5%	u	-12%	1%	1%	-25%	26
27. COc1cc(OC)c(NC(=O)Nc2nnc(N(C)C3CCCCC3)s2)cc1Cl
  28%	x	x	x	6%	x	-6
28. CCc1ccc(NC(=O)CC2C(=O)OCCN2CC)cc1 (stereo not drawn)
  19%	x	x	x	3%	x	37
29. COC[C@@H]1CN(C(=O)Cc2c(C)noc2C)C[C@H]1c1ccccn1
  23%	-1%	-23%	-10%	9%	-13%	8
30. COc1cccc(Nc2cccc(CN3CCC(C)(NC(C)=O)C3)c2)c1 (stereo not drawn)
  74%[activator][87.6 µM]	u	i	50µM*	2%[87.6 µM]	u	15
31. Cc1cc(C(=O)N2CCCC(n3c(C)cnc3C3CCC3)C2)nn1C (stereo not drawn)
  3%	i	i	-1%	11%	i	-2
32. CO[C@H]1C(=O)N(C2CCN(C(=O)C3CCCC3)CC2)[C@H]1c1ccncc1
  1%	-22%	-5%	-6%	12%	2%	11
33. CCc1ccccc1-n1cnc2cc(C(=O)NC3CCCCCC3)ccc21
  7%	x	x	x	-4%	x	18
34. C=Cc1ccc(CN2C(=O)c3ccccc3Sc3ccc(C(=O)OCc4ccco4)cc32)cc1
  47%	x	x	x	6%	x	17
35. COc1cccc(CNC(=O)Nc2cn(CC(C)C)c(=O)c3ccccc23)c1
  3%	x	x	x	-1%	x	28
36. CC(C)Cc1ccc(S(=O)(=O)Nc2ccc3[nH]c(=O)[nH]c3c2)cc1
  u	x	x	x	7%	x	-8
37. COCCn1cnc2ccc(N3CCCC3)nc2c1=O
  -20%[87.6 µM]	u	1%[88.5 µM]	0%[230 µM]	5%[87.6 µM]	i	7
38. CCN1Cc2ccccc2N(CC(O)Cc2ccccc2)CCC1=O (stereo not drawn)
  x	u	x	x	x	u	18
39. COc1cc(F)ccc1-c1nc(-c2c(C)noc2C)cc2[nH]c(C)cc12
  56%[activator][87.6 µM]	35µM*	0%[88.5 µM]	-2%[172 µM]	-12%[87.6 µM]	u	-24
40. O=C(NCc1ccccc1)Nc1cccc(-c2nnc3n2CCCC3)c1
  -2%	-14%	i	-17%	1%	u	11

# Full records, looked up by structure. Order of values: SNCA expr inhib, NIH3T3 tox, GPT2 inhibitor, FLuc inh, HEK293 viab, HEK293 tox, IP6K1 inh
# COc1cccc(CNC(=O)Nc2cn(CC(C)C)c(=O)c3ccccc23)c1 across the screens: 3%, x, x, x, -1%, x, 28
# COC[C@@H]1CN(C(=O)Cc2c(C)noc2C)C[C@H]1c1ccccn1 across the screens: 23%, -1%, -23%, -10%, 9%, -13%, 8

# The list continues.
# Values in the order: SNCA expr inhib	NIH3T3 tox	GPT2 inhibitor	FLuc inh	HEK293 viab	HEK293 tox	IP6K1 inh
41. Cc1cc2nc3n(c(=O)c2n1CC(=O)Nc1ccc(F)c(F)c1)CCCC3
  u	-22%	2%	9%	-19%	u	-4
42. CC[C@@H](C)[C@H]1C(=O)O[C@H](C(C)C)C(=O)N(C)[C@@H](C(C)C)C(=O)O[C@H](C(C)C)C(=O)N(C)[C@@H](C(C)C)C(=O)O[C@H](CC(C)C)C(=O)N1C
  x	x	i	x	u	x	5
43. CC(C)CS(=O)(=O)c1ncc(CN(C)Cc2cnn(C)c2)n1Cc1ccccc1
  -11%	u	-29%	10%	-9%	-2%	5
44. O=C(NCC1CN(c2ccc(N3CCOCC3=O)cc2)C(=O)O1)c1ccc(Cl)s1 (stereo not drawn)
  1%	x	u	x	8%	x	10&14
45. CCCC12CN3CC(C)(CN(C1)C3c1ccc(CC)cc1)C2=O (stereo not drawn)
  22%	x	x	x	10%	x	38
46. CC(C)N1C(=O)C(CC(=O)N(C)Cc2cccnc2)=C2CCCCC21 (stereo not drawn)
  u	4%	2%	0%	-2%	-1%	7
47. COc1ccc(-c2nc(CNS(=O)(=O)c3ccc(F)cc3)cs2)cc1
  7%	x	x	x	-2%	x	22
48. O=C(C1CCOCC1)N1CCC(Oc2ccccc2-c2nc(C3CC3)no2)C1 (stereo not drawn)
  14%	-21%	i	x	-1%	u	-17
49. CCOCCNC(=O)C1CCCN(Cc2cccc(-c3ccc(F)cc3F)c2)C1 (stereo not drawn)
  10%	u	-25%	x	4%	u	4
50. O=C(OCC#CCSc1nnc(-c2cccc3ccccc23)o1)c1cc2ccccc2s1
  19%	x	-5%	x	4%	x	x
51. CC1=NOC2(CCN([S+](=O)([O-])c3c(C)noc3C)C2)C1 (stereo not drawn)
  10%[87.6 µM]	3%[138 µM]	3%[88.5 µM]	-9%[172 µM]	7%[87.6 µM]	i	0
52. CC1CN(C(=O)Nc2ccc(C(=O)NCCc3ccccc3)cc2)c2ccccc2S1 (stereo not drawn)
  47%[activator]	x	x	x	3%	x	-8
53. CCn1nc(C2CCOCC2)nc1C1(c2ccccc2)CC1
  3%	2%	i	10%	-1%	-6%	-7
54. O=C(Cc1ccc(F)cc1)N1CCC2(CC1)CN(Cc1ccccc1)CC2CO (stereo not drawn)
  u	u	u	-7%	-10%	45µM*	6
55. CSc1ccc(-c2cccc(C(=O)NCC(=O)NCCCc3ccccc3)c2)cc1
  41%	u	2%	x	5%	u	2
56. Fc1ccc(-n2ncc3c(NCCCN4CCOCC4)ncnc32)cc1
  101%[activator]	x	x	x	4%	x	-1
57. CN1CCN(Cc2cn3c(=O)n(C)cc(-c4cccc(OC(F)(F)F)c4)c3n2)CC1
  26%[87.6 µM]	u	-18%[88.5 µM]	2%[172 µM]	-9%[87.6 µM]	u	-7
58. O=C(NCCc1c[nH]c2ccccc12)[C@@H]1C[C@H]2C(=O)NCCCCCCN(C(=O)c3ccco3)[C@H]2C1
  -15%	0%	i	-8%	-12%	-10%	6
59. CS(=O)(=O)N1C[C@H]2CCN(C(=O)c3ccc4[nH]ccc4c3)C[C@H]21
  14%	-10%	i	0%	1%[12.5 µM]	4%	11
60. CCCNC(=O)C1C(c2ccc(NC(=O)c3ccco3)cc2)OC(=O)N1Cc1ccccc1 (stereo not drawn)
  -3%	-16%	i	-1%	6%	-22%	3
61. O=C(O)C[C@@H]1CCN(C(=O)NC2CCCCC2)C[C@@H]1CCN1C[C@@H]2C[C@H](C1)c1cccc(=O)n1C2
  31%[activator]	5%	-3%	-12%	-13%	2%	10
62. COCCNC(=O)c1ccc2c(c1)OCCN(c1cccc(OC(F)(F)F)c1)C2
  2%[87.6 µM]	u	-5%[88.5 µM]	2%[172 µM]	-19%[87.6 µM]	u	-4
63. Cc1ccc(Nc2ccc3c(n2)CN(C)C(=O)CO3)c(C)c1
  206%[activator][87.6 µM]	u	i	u	-1%[87.6 µM]	u	-13
64. CC(=O)NC[C@H]1OC[C@@H](NC2CCCCC2)[C@@H]1O
  4%[87.6 µM]	i	-12%[88.5 µM]	4%[230 µM]	0%[87.6 µM]	4%[230 µM]	-2
65. O=C(c1ccco1)N1CCC(n2cnnc2-c2ccccc2)CC1
  -17%	-11%	-1%	-9%	-4%	-4%	-4

# This is a subset. The share of hits here may be higher or lower than overall.
